Screens from PubChem.
bCat nuc transl: beta-catenin nuclear translocation modulation | 0.3% of 190,000 active | HeLa beta-catenin nuclear translocation, immunofluorescence imaging | nuclear translocation activity, % at 5 µM;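 active = nuclear translocation activity above 50% at 5 µM, with a well cell count of 50 or more; inconclusive = wells under 50 cells across six images, flagged as toxic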;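 note: per-cell ratio of nuclear to cytoplasmic median beta-catenin stain intensity; plate controls were DMSO negative control for no effect and GSK-3 inhibitor IX positive control for full effect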
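Test system: human HeLa cell line; Doses: 5 µM primary, 0.02–20 µM confirmation; Incubation: 24 h compound exposure, 37°C; Detection: beta-catenin immunofluorescence imaging with DAPI; Read-out: beta-catenin nuclear/cytoplasmic ratio, % activation.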
Dynein cargo inh: blocks dynein driven cargo transport along microtubules. 3617.4 mouse cells, GR-EGFP nuclear translocation imaging; test concentration mostly 20 µM; stimulated with dexamethasone, 1 µM; hits give low values. z-score, hits read low. 0.47% of 220,000 active. AID 1381;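 active = plate z-score of nuclear minus cytoplasmic receptor signal below a set negative limit, without overly bright fluorescence or cell loss, cut at about -3.5 in these data, passing the limit was not always enough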;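 note: z-score of nuclear minus cytoplasmic ring GR-EGFP intensity difference per well; some compounds called inactive have numbers as strong as hits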
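Buffer or medium: tet-free, stripped-serum medium; reagent: dexamethasone at 1.0 µM final, 30 min; incubation: 48 h induction, 1 h compound, 30 min dex at 37 °C; measured by: formaldehyde fixation, Hoechst nuclear stain, 10x automated fluorescence imaging; read-out: nuclear-to-cytoplasmic GR-EGFP distribution per well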
Yfh1-off respiration: enhancers of respiration in Yfh1-depleted yeast, dose response, Friedreich's ataxia, plus single-dose screen (AID 1465). S. cerevisiae Yfh1-off respiration, WST-1 reduction, 72 h; higher fold induction means a stronger effect. fold induction at 50 µM; hits with a dose series show EC50 in µM. 0.074% of 220,000 active;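 active = fold induction of absorbance versus untreated yeast above a set limit, then at least 30% activation at any dose in follow-up; inconclusive = repeats straddling the limit, or above it without dose testing; inactive = fold induction below the set limit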;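 note: activators that raise dye reduction in frataxin-depleted yeast; strong numbers were not always called active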
WT yeast gro inh: growth inhibition of WT yeast, mitochondrial fusion screen. mitochondrial fusion phenotypic screen, WT strain. inhibition, % at 10 µM. 2.1% of 190,000 active; in the data active = inhibition above about 58%; tested in S. cerevisiae
Autophagy mod: modulators of autophagy. calls only at 10 µM (by protocol). 0.98% of 190,000 active. MEF GFP-LC3 puncta imaging; test concentration mostly 10 µM. AID 463193;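 active = percentage of spot-positive cells more than 3 SD above its plate mean, without a fluorescence outlier flag or 80% toxicity; inconclusive = no clear call, values can overlap the other calls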;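 note: spot-positive cell cutoff set from DMSO-treated cells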
AID2073: inhibitors of Mint1-CaV2.2 protein interaction, biochemical, HTRF (AID 2073). HTRF protein-protein interaction, Mint1-CaV2.2; higher % means a stronger effect. inhibition, % at 20 µM, or IC50 in µM where a hit was titrated. 0.19% of 290,000 active; in the data active = inhibition mostly above about 51%, no sharp cut-off; inconclusive = no clear call, values can overlap the other calls; inactive = mostly below about 53%; note: some results filed as inactive read as strong as hits
Insulin prom up: MIN6 insulin promoter up-regulation; MIN6 insulin promoter-GFP reporter, high-content imaging; hits give high values; z-score at 5 µM; 0.3% of 190,000 active; AID 1625;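 active = z-score above 3 at 5 µM with at least 500 cells counted in the well; inconclusive = wells under 500 cells, flagged as cytotoxic or low count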
HIV peptide binding: inhibitors of HIV fusion peptide binding, primary screen, biochemical, uHTS, fluorescence dequenching (AID 1986); inhibition, % at 20 µM; hits with a dose series show IC50 in µM; 0.3% of 290,000 active; cell-free peptide binding, fluorescence dequenching, 30 min; higher % means a stronger effect; in the data active = inhibition mostly above about 52%, no sharp cut-off; inactive = mostly below about 76%; note: some results filed as inactive read as strong as hits
MT stabilize HCS: microtubule stabilizers in HeLa cells; % tubulin-high responders, % at 10 µM; HeLa tubulin immunostaining HCS, 24 h; share of cells brighter than vehicle mean+2SD; 0.83% of 200,000 active;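 active = plate Z-score above 3 for both tubulin-high and condensed-nucleus cell shares, with cell loss under 80%, at 10 µM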;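 note: anti alpha tubulin signal scored within the nucleus-defined area of each cell; some results filed as inactive read as strong as hits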
WT yeast gro inh mutant strain: recorded beside WT yeast gro inh, whose call it bears; inhibition, %; mitochondrial fusion phenotypic screen, mutant strain inhibition
Dynein cargo inh cytoplasmic EGFP: recorded beside Dynein cargo inh, whose call it bears; z-score; measured here: cytoplasmic GR-EGFP intensity; hits give high values
Dynein cargo inh nuclear GR-EGFP: recorded beside Dynein cargo inh, whose call it bears; z-score; measured here: nuclear GR-EGFP intensity;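 lower value marks the stronger effect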
Dynein cargo inh cell count: also measured in Dynein cargo inh; calls as there; z-score; measured here: cell count per field
Insulin prom up cell count: further read-out of Insulin prom up, marked with its call; cell count; measured here: cytotoxicity, nuclei count;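 total cells summed across four imaged fields per well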
bCat nuc transl cell count 5 µM: further read-out of bCat nuc transl, marked with its call; cell count; measured here: cell count, cytotoxicity flag
MT stabilize HCS Hoechst-high %: second read-out of MT stabilize HCS, no call of its own (marks repeat the call); % Hoechst-high responders; measured here: nuclear condensation Hoechst responders;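 share of cells brighter than vehicle mean plus two SD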
MT stabilize HCS cytotoxicity %: second read-out of MT stabilize HCS, no call of its own (marks repeat the call); toxicity, %; measured here: cytotoxicity by cell density;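 0% = mean cell density of plate MIN control wells and 100% = no cells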
Autophagy mod cell loss 18 h: recorded beside Autophagy mod, whose call it bears; toxicity, %; measured here: cell loss, nuclei count;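 cell loss after 18 h compound exposure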
Active calls of the source: *; i = inactive; ? = inconclusive; / = no result given. The order is random (roughly 4.2% active in at least one column).

molecule	bCat nuc transl	bCat nuc transl cell count 5 µM	Dynein cargo inh	Dynein cargo inh cytoplasmic EGFP	Dynein cargo inh nuclear GR-EGFP	Dynein cargo inh cell count	Yfh1-off respiration	WT yeast gro inh	WT yeast gro inh mutant strain	Autophagy mod	Autophagy mod cell loss 18 h	AID2073	Insulin prom up	Insulin prom up cell count	HIV peptide binding	MT stabilize HCS	MT stabilize HCS Hoechst-high %	MT stabilize HCS cytotoxicity %
COC(=O)c1cc(NC(=S)N2CCN(c3ccccn3)CC2)cc(C(=O)OC)c1	-0.8	1507	0.048	-0.22	0.33	-0.33	i	10	-3	i	20	8%	-0.41	1518	0.0%	2.6	1.8	1.2
c1ccc(C(c2ccccc2)N2CCN(Cc3nnnn3C3CCCC3)CC2)cc1	-9.1	987	-0.18	-0.32	0.11	0.64	i	30	3	i	11	28%	-1.2	1199	3.1%	2.8	1.0	0.9
CC(=O)Oc1ccc(C(=O)Nc2ccccc2C(=O)NCC(C)C)cc1	-3.6	502	0.95	-0.28	0.37	-0.62	i	34	-22	i	7	4%	-0.84	1363	0.7%	4.4	1.7	6.1
CN(C(=O)COc1ccccc1)c1nnc(-c2ccncc2)s1	-0.7	1225	1.2	-0.21	0.89	0.092	i	23	9	i	3	14%	0.72	1244	-0.5%	2.5	1.8	0.9
COC(=O)C1=C(C(=O)OC)[C@@H]2N(C)c3ccccc3[C@@]23C[C@@H](C(=O)OC)N(C(=O)c2ccc(Br)cc2)C3=N1	-1.5	1265	0.16	-0.77	0.1	-0.32	i	/	/	/	/	-2%	1	989	-1.6%	/	/	/
Cc1cc(C(=O)CSc2nnc(-c3ccccc3)n2-c2ccccc2)c(C)n1-c1ncn[nH]1	0.2	1211	-0.36	-0.23	-0.062	0.093	i	-4	-9	i	-2	-1%	1.3	1037	-1.3%	2.0	3.0	7.0
Cc1cc(NC(=O)c2cc(-c3cccs3)on2)no1	2.8	1407	0.11	-0.22	0.28	-0.16	i	-5	-8	i	10	4%	0.36	1604	-2.1%	2.4	2.9	2.6
Cc1ccc(CN2CCN(Cc3ccc(-n4cccn4)cc3)CC2CCO)cc1 (stereo not drawn)	-1.2	1099	-0.8	-0.25	-0.52	0.49	i	2	-2	i	-4	3%	-0.19	1471	-0.4%	0.9	1.1	4.8
COc1ccccc1NC(=O)c1ccc(S(=O)(=O)N2CCCC2)cc1	/	/	0.47	-0.091	0.45	-0.31	i	0	1	i	5	-1%	0.33	1040	-3.7%	3.1	3.0	3.8
O=C(c1ccco1)N1CCN(C(=O)C(Sc2ccccc2)c2ccccc2)CC1 (stereo not drawn)	/	/	-0.24	-0.28	-0.015	-0.6	i	-2	14	i	-2	-1%	0.73	1125	-1.3%	2.1	1.9	19
COc1ccc(/C(N)=N/OC(=O)c2cccs2)cc1OC	-0.4	1487	-0.52	-0.28	-0.37	0.11	i	-10	-10	i	3	1%	1.2	1449	0.3%	2.9	2.6	3.3
CCOC(=O)C1(C(F)(F)F)N=C(c2ccccc2F)OC(N(C)C)=N1 (stereo not drawn)	0.0	1344	-0.48	-0.22	-0.28	1.4	i	/	/	/	/	20%	-0.78	1123	0.3%	/	/	/
O=C1COc2ccc(-c3csc(NCCc4ccccc4)n3)cc2N1	-1.5	1123	2.3	-0.29	1.4	-0.49	i	35	20	i	3	-8%	0.29	1281	-0.8%	3.6	2.4	5.1
Cc1ccc(N2CCN(C(=O)Nc3cccc([N+](=O)[O-])c3)CC2C)cc1 (stereo not drawn)	2.4	814	-0.7	-0.23	-0.014	-0.15	i	21	20	i	-25	-3%	-0.71	1498	0.2%	1.5	1.9	10
Cc1cc(=O)[nH]c(N/N=C/c2cc(C)n(CC(F)(F)F)c2C)n1	0.2	1258	-0.65	-0.25	-0.19	0.74	i	/	/	/	/	-9%	-3.7	785	-1.7%	/	/	/
O=C(O)C1=C(C(=O)Nc2ccc(F)c(Cl)c2)CCCC1	1.7	1104	-0.36	-0.21	0.28	-0.19	i	3	-16	i	-14	-4%	0.61	1913	-1.2%	3.5	2.1	12
COc1ccc(-n2c(=O)cc(N3CCN(c4ccccc4OC)CC3)[nH]c2=O)cc1	/	/	-0.65	-0.16	-0.049	-0.083	i	-6	-1	i	0	1%	0.08	1244	-0.1%	7.0	2.3	2.1
Cc1ccc(C(CC(=O)O)Nc2nc(N3CCCCC3)nc(N3CCCCC3)n2)cc1 (stereo not drawn)	-1.7	1490	1.6	0.26	1.9	-1.4	i	-4	3	i	-1	4%	2.3	1223	-0.8%	9.1	2.0	7.2
CSCC[C@H](NC(=O)c1ccc(Cl)c(S(=O)(=O)N2CCCC2)c1)c1nc2ccccc2[nH]1	3.3	1442	-0.25	-0.58	0.0075	0.92	i	1	-4	i	8	-10%	0.1	1071	-2.0%	3.1	2.2	13
C(=C\c1ccccc1)/CSc1ccccn1	-1.0	1090	-0.19	-0.23	-0.073	0.46	i	9	-11	i	25	1%	0.26	1091	-2.0%	3.6	1.7	2.2
COC(=O)c1cc(C(=O)OCC(=O)Nc2cc(C)on2)cc([N+](=O)[O-])c1	-2.6	1159	-0.42	-0.23	-0.28	0.63	i	/	/	/	/	-4%	0.51	1491	-2.2%	/	/	/
Cc1ccc(C(=O)N2CCN(c3ccc(NC(=S)NC(=O)c4cccs4)cc3)CC2)cc1	-0.3	1022	0.26	-0.2	0.34	0.033	i	35	23	i	21	3%	/	/	-1.6%	1.9	2.3	8.1
CCOC(=O)N1CCN(S(=O)(=O)c2ccc(C(=O)Nc3nnc(CC)o3)cc2)CC1	-0.5	937	-0.75	-0.21	0.13	-0.15	i	-7	-2	i	6	4%	0.56	1373	-0.2%	1.8	1.8	2.4
O=S(=O)(c1ccccc1C(F)(F)F)N1CCC(n2cnc3ccccc32)CC1	/	/	0.35	-0.25	0.31	0.56	i	10	7	i	18	3%	-0.13	852	2.9%	1.4	1.3	8.9
O=C(CN1C(=O)CCSc2ccccc21)Nc1ccc2c(c1)OCO2	-1.3	1088	1.7	-0.21	1.7	-0.61	i	6	2	i	7	28%	0.49	1266	2.0%	2.8	2.2	14
COC(=O)c1ccccc1NC(=S)N(C)C	1.9	1226	0.4	-0.28	0.1	0.13	i	/	/	/	/	-3%	-0.25	1201	-0.4%	/	/	/
O=C(Nc1ccn(Cc2ccc(F)cc2)n1)c1ccncc1	/	/	2.8	-0.022	1.6	-1.9	i	6	5	i	-9	2%	?	/	-0.2%	2.8	1.8	3.6
Cc1ccc(CC(=O)N/N=C/c2ccc3c(c2)OCO3)cc1	-3.5	1182	-0.15	-0.28	0.37	-1	i	-14	0	i	-5	-11%	0.31	1258	-0.5%	3.0	2.8	5.4
Cc1cccc(N=Nc2cn[nH]c2-c2ccco2)c1	8.2	889	1.2	-0.12	1.1	-1.3	i	-9	-16	i	4	10%	0.97	1243	-4.0%	2.3	1.6	1.9
CN(c1ccc2nc3ccccc3c(=O)n2n1)C1CCCCC1	8.7	609	-0.77	-0.25	-0.36	0.5	i	50	47	i	12	5%	/	/	0.3%	1.4	1.4	11
COc1ccc(CCNC(=O)Cn2cccc2C(=O)c2ccccc2)c(OC)c1	0.6	1062	0.76	-0.13	0.73	-1.8	i	-17	-3	i	3	4%	-0.33	1177	0.7%	1.7	1.7	2.1
CCOC(=O)C1=C(C)Nc2ncnn2C1/C=C/c1ccccc1 (stereo not drawn)	3.5	1166	-0.34	0.48	0.55	-1.3	i	14	22	i	-1	-2%	0.39	1360	0.4%	13	11	14
CC(=O)c1cnc2sccn2c1=O	0.4	1157	-0.00057	-0.23	0.056	0.18	i	-4	0	i	3	-2%	0.35	1306	-0.1%	4.0	3.1	6.4
CCCC(=O)Nc1ccc2oc(-c3cncc(Br)c3)nc2c1	0.3	824	0.75	-0.23	0.97	-0.79	i	8	-11	i	-1	34%	-2.5	1563	-1.5%	5.4	1.6	5.6
COc1cccc(-c2csc(N3CCN(C(=O)Nc4ccccc4Cl)CC3)n2)c1	0.8	969	-0.39	-0.27	0.085	1	i	34	-7	i	0	-1%	-0.54	1675	0.1%	1.6	1.5	0.9
Cc1ccc(NC(=O)N2CCc3ccccc3C2)cc1	/	/	1.2	-0.071	0.63	0.35	i	0	-5	i	3	6%	/	/	1.9%	2.5	1.7	4.9
CC(C)C(NC(=O)c1ccccc1NC(=O)c1ccco1)C(=O)O (stereo not drawn)	-0.7	1040	2	-0.14	1.3	-1.7	i	1	15	i	1	-6%	-0.46	2017	2.7%	4.6	2.3	8.0
Nc1nnc(SCC(=O)NCCOc2ccccc2)s1	0.2	975	0.27	-0.22	0.14	0.18	i	-16	-19	i	-2	8%	0.78	1168	0.9%	4.6	2.8	5.5
O=C(c1ccc2c(c1)OCO2)N1CCCC1	-1.8	1365	-0.21	-0.19	-0.78	-0.02	i	20	-2	i	-3	-3%	8.9*	1491*	-1.9%	2.4	2.0	5.7
O=C(OC[C@@H]1CCCN2CCCC[C@H]12)c1cc2ccccc2oc1=O	/	/	-0.6	-0.33	-0.67	1.1	i	21	-9	i	0	16%	0.17	1246	-1.3%	1.4	1.4	4.0
